STAT3 blocker – IL-6 driven STAT3 reporter inhibitors, primary screen, U3A cells, luciferase, luminescence, MLSCN library; IL-6 STAT3-luciferase reporter; host cell line lacks STAT1; inhibition, % at 5.5 µM; actives 0.89% (n = 190,000); AID 862, 2007;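 active means inhibition above the mean inhibition across all screened compounds plus 3 SD, cut at about 44% in these data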;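 further: 0% = DMSO only wells and 100% = 100 µM nifuroxazide control wells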
S1P3 antag – S1P3 receptor antagonists, primary screen, cell-based | Sphingosine 1-phosphate receptor 3 (Homo sapiens), Q99500 | CHO S1P3 NFAT-BLA reporter, FRET fluorescence, antagonist mode | inhibition, % at 4.98 µM | actives 0.27% (n = 170,000) | AID 485, 2006;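 active means inhibition above the plate cutoff, the mean inhibition of test wells on that plate plus 3 SD, cut at about 28% in these data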;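 further: cells challenged with S1P at its EC80 of 0.8 µM; blue over green emission ratio from cleaved BLA substrate after 4 h stimulation; 0% = S1P-stimulated wells and 100% = unstimulated DMSO-only wells; some compounds past the cut are filed as inactive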
Target sequence (Q99500 whole entry, looked up): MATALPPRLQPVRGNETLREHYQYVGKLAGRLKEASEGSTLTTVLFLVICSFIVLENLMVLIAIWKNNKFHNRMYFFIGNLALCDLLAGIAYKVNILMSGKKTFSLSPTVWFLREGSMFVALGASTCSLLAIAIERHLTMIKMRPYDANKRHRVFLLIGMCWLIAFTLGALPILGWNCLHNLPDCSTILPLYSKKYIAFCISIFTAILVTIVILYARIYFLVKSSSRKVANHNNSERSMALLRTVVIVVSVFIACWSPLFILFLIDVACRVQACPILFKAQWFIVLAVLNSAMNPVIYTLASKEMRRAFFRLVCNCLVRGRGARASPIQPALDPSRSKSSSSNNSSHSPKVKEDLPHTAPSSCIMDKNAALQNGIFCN
ROMK primary – ROMK potassium channel modulators, primary screen, cell-based, thallium flux, MLSMR library. ATP-sensitive inward rectifier potassium channel 1 (Homo sapiens), P48048. B-score at 10 µM. AID 1918, 2009. Tet-inducible ROMK, thallium flux fluorescence; actives lie on both sides. actives 2% (n = 130,000);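 active means signal ratio slope over the read window, or its plate-corrected B-score, at least 3 SD from the plate mean, either direction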;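 further: B-score of the F/F0 ratio slope over 7 to 12 s after thallium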
Target sequence (P48048 whole entry, looked up): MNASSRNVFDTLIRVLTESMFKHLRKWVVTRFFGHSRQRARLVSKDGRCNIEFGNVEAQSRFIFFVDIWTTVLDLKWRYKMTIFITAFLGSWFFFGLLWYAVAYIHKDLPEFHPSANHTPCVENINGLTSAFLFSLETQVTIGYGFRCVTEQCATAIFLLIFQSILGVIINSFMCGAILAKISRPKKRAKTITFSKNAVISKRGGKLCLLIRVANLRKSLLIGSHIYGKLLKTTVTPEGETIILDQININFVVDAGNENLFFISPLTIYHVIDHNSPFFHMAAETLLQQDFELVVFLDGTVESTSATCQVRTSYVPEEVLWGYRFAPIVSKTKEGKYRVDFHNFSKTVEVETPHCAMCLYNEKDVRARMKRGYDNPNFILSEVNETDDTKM
PPARg SRC-3 ag – PPARgamma agonists recruiting SRC-3 coactivator, primary screen, biochemical | AID 731, 2007 | biochemical PPARgamma/SRC-3 coactivator recruitment assay | actives 0.26% (n = 200,000) | activation, % at 8 µM; in the data active means activation above about 23%;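 further: 0% = DMSO and 100% = reference agonist; some compounds past the cut are filed as inactive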
RAM network inh – inhibitors of the yeast RAM network, primary screen, dse1pr::URA3 reporter, 5-FOA selection. S. cerevisiae dse1pr::URA3 reporter, 5-FOA growth OD615, 2 d; analog-sensitive cbk1-as2 kinase mutant strain. inhibition, % at 50 µM. actives 1.8% (n = 190,000);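 active means inhibition above a set limit, 3 SD over mean compound inhibition, cut at about 8.4% in these data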;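 further: 0% = DMSO-only wells with no growth and 100% = 10 µM 1-NA-PP1 full growth; inhibition rescues growth on 5-FOA so higher OD means more RAM inhibition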
STAT1 blocker – STAT1 signaling inhibitors, primary screen, cell-based, HTS, luciferase reporter; NIH 3T3 STAT1-luciferase reporter, IFN-gamma, luminescence; inhibition, % at 5.5 µM; actives 0.35% (n = 200,000); AID 920, 2007;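 active means inhibition above a set limit, the mean inhibition across all tested compounds plus 3 SD, cut at about 34% in these data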;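 further: 0% = IFN-gamma with DMSO and 100% = IFN-gamma with 300 µM nifuroxazide; values of inactives mirror those of a sister screen read the other way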
PPARg SRC-2 ag – agonists of PPARg-SRC-2 recruitment, primary screen, biochemical, HTS; PPARgamma LBD-SRC-2 recruitment; Peroxisome proliferator-activated receptor gamma (Homo sapiens), P37231; activation, % at 8 µM; actives 0.34% (n = 200,000); AID 1032, 2008; in the data active means activation above about 22%;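 further: 0% = vehicle and 100% = reference agonist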
STAT3 act – IL-6 driven STAT3 reporter potentiators, primary screen, U3A cells, luciferase, luminescence, MLSCN library | IL-6 STAT3-luciferase reporter; 100% = signal with IL-6 EC80 alone | AID 871, 2007 | actives 0.91% (n = 190,000) | activation (% of control), % at 5.6 µM;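 active means activation above the screen-wide mean of compound activation plus 3 SD, cut at about 130% in these data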;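 further: 0% = background luminescence of wells with medium and substrate only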
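Material: STAT3-luciferase reporter U3A cells; Probe or stimulus: IL-6 (33 ng/mL); Incubation: compound pre-incubation 1 h before IL-6, then 6 h stimulation at 37 °C; Technique: luminescence from STAT3-driven luciferase reporter; Evaluation: % activation versus median of IL-6-stimulated wells; Controls: IL-6-only high control.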
TLR4 MyD88 comp – inhibitors of TLR4-MyD88 association in cells, primary screen, cell-based, HeLa CL3-4, BLA complementation, FRET ratio; Toll-like receptor 4 (Homo sapiens) + Myeloid differentiation primary response protein …; HeLa CL3-4 TLR4/MyD88 BLA complementation; inhibition, % at 8.4 µM; actives 0.18% (n = 200,000); in the data active means inhibition above about 25%;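 further: 0% = vehicle and 100% = reference inhibitor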
TR-FRET SRC-2 ct – TR-FRET signal artefacts, primary screen, artefact control for PPARgamma SRC-2 agonist project, biochemical. TR-FRET artefact counter-screen; stronger effect = higher value. TR-FRET ratio at 8 µM. actives 0.4% (n = 200,000). AID 1049, 2008; in the data active means TR-FRET ratio above about 2000; further: inactives centre near 1500
PPARg SRC-1 ag – PPARgamma agonists recruiting SRC-1 coactivator, primary screen, biochemical; Peroxisome proliferator-activated receptor gamma (Homo sapiens), P37231; PPARgamma-SRC-1 coactivator recruitment biochemical assay; activation, % at 8 µM; actives 0.41% (n = 200,000); AID 631, 2007; in the data active means activation above about 19%;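 further: 0% = DMSO and 100% = reference agonist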
The depositor's hits bear a star; . = no result given.

SMILES	STAT3 blocker	S1P3 antag	ROMK primary	PPARg SRC-3 ag	RAM network inh	STAT1 blocker	PPARg SRC-2 ag	STAT3 act	TLR4 MyD88 comp	TR-FRET SRC-2 ct	PPARg SRC-1 ag
CC1CCCCC1NC(=O)CSc1nnc(-c2ccccc2)n1N (stereo not drawn)	-0.6	.	-0.125	4.4	1.6	-1.6	8.6	104.1	5.6	1677	4.6
Cn1cccc1C(=O)NC(=O)COC(=O)CNC(=O)c1ccc(Cl)cc1Cl	8.4	-5.0	0.169	2.1	4.5	2.7	2.0	93.7	-11.8	1495	2.7
CC(Sc1ccc2ccccc2c1)C(=O)NC(N)=O (stereo not drawn)	-4.6	-3.5	.	0.7	1.7	-0.4	2.4	103.5	8.9	1677	9.6
COc1ccc([N+](=O)[O-])cc1NC(=O)CSCc1ccccc1C	2.2	14.2	-1.62	3.1	8.6*	6.5	4.6	98.3	-11.2	1567	7.3
COc1ccccc1Nc1cc(C)nc2c(C)ccc([N+](=O)[O-])c12	4.6	3.4	0.1	-1.4	2.1	13.9	5.9	96.3	-3.7	1708	12.1
CN1c2ccccc2Oc2nnc(Cl)cc21	21.5	-6.3	-0.154	6.8	1.4	0.3	6.0	85.3	6.8	1597	7.0
COc1cc(CNCc2ccccn2)ccc1OCc1ccc(Cl)cc1Cl	11.2	.	.	-0.7	0.4	2.2	-8.2	95.2	8.9	1394	-2.1
S=C(NCCc1ccccc1)NC1CCC(NC(=S)NCCc2ccccc2)CC1 (stereo not drawn)	2.4	-9.2	0.399	-3.1	6.2	0.3	1.7	99.9	-4.3	1468	-5.8
N/C(Cc1ccc(Cl)cc1Cl)=N\OC(=O)c1cccs1	0.2	.	.	1.7	-0.8	-5.0	-0.1	104.1	8.5	1583	-0.5
Cn1cnnc1SCC(=O)Nc1ccc(S(=O)(=O)N2CCCC2)cc1	6.4	.	0.876	-0.5	0.5	-5.2	-3.0	99.5	7.1	1519	-3.8
CC(C)c1nnc(NC(=O)c2cccs2)s1	22.7	-16.2	.	8.6	2.3	-32.3	2.9	87.9	-17.0	1468	-0.9
CC(C(=O)NCC1CCCCC1)N1CCc2ccccc2C1 (stereo not drawn)	-2.9	1.0	-0.532	-2.6	2.3	2.9	-0.5	110.2	17.8	1465	-3.1
Cn1c(CCN2CCOCC2)nc2cc(NC(=O)c3cccs3)ccc21	10.3	11.2	0.342	-0.7	0.4	-6.2	-7.2	98.3	-8.4	1412	-5.8
O=c1oc(/C=C/c2ccccc2)nc2sc3c(c12)CCC3	7.9	.	-3.67*	5.8	2.8	-10.8	-4.8	94.3	-0.3	1547	5.8
CCOC(=O)/C(C#N)=C\c1c(C)cc(C)c(COC(C)=O)c1C	5.5	.	.	-5.4	1.1	0.3	0.6	98.0	-12.4	1570	2.2
Cc1[nH]c(=S)c(C#N)c(-c2ccco2)c1C(=O)N(C)C	-3.9	-8.7	0.0953	3.7	1.9	3.7	9.6	104.6	-8.6	1643	4.7
Cc1noc(C)c1COC(=O)C1COc2ccccc2O1 (stereo not drawn)	9.5	-17.6	.	1.2	-0.2	-3.1	-2.6	96.5	3.7	1491	2.4
Cc1ccc(OCC(=O)Nc2cccc(-c3nnc(-c4ccccc4)o3)c2)cc1	19.8	21.8	.	-1.2	2.0	-44.2	-1.6	88.5	10.6	1492	7.1
Cc1ccc(S(=O)(=O)NCC(=O)OCC(=O)NC(=O)c2cccn2C)cc1	-23.5	.	-0.286	-1.6	3.4	10.0	-0.1	119.4	-4.7	1739	-2.9
Clc1ccc(N/N=C/c2cccs2)nn1	11.3	-10.3	-0.656	1.1	2.1	-11.0	10.4	97.3	12.0	1739	4.4
Cc1ccc(CNC(=O)C2CC(=O)N(c3ccc(OCC(=O)N4CCCC4)cc3)C2)cc1 (stereo not drawn)	-1.4	.	.	-6.1	0.5	-2.9	0.5	103.8	-13.4	1505	-1.9
O=C(Nc1nc(-c2ccccn2)cs1)c1cc2ccccc2o1	2.8	-7.6	1.01	2.9	-0.7	-11.6	7.0	102.7	-2.5	1595	6.3
C[C@@H]1NC(=O)c2cc([N+](=O)[O-])cc(I)c2NCCCC[C@@H](C(N)=O)NC(=O)[C@H](CC(N)=O)NC1=O	-10.7	-6.5	-0.268	-4.2	2.7	4.7	1.0	106.6	0.9	1430	5.3
N#Cc1cc2c(nc1SCc1cccnc1)CCCCC2	0.0	22.5	-1.07	9.0	0.3	0.7	10.8	101.8	-1.9	1493	1.6
CCOc1ccc(N2C(=O)Nc3ccccc3C2(O)C(=O)N2CCN(c3ccccn3)CC2)cc1 (stereo not drawn)	4.6	-3.7	0.658	3.1	2.3	-3.4	7.1	101.9	-0.5	1836	7.6
Cc1sc2ncnc(Sc3nc4ccccc4s3)c2c1C	-36.4	-4.7	1.12	4.3	2.1	8.1	2.9	135.2*	10.4	1499	0.8
CCCNC(=O)NC1CCCc2ccccc21 (stereo not drawn)	-1.9	-25.2	.	2.9	1.7	4.6	0.9	101.3	2.4	1319	2.5
O=C1C2C3C=CC(C3)C2C(=O)N1c1ncn[nH]1 (stereo not drawn)	2.0	.	.	-4.4	3.0	-5.6	7.2	101.5	-8.0	1598	0.9
OC(c1ccccc1)C1CN(Cc2ccccc2)CCC1(O)c1ccccc1 (stereo not drawn)	0.1	12.4	-2	-13.0	1.2	4.2	7.0	101.1	-5.2	1567	-2.7
CN(CC(=O)NCCc1ccccc1)S(=O)(=O)c1ccc(Br)cc1	17.3	.	-0.69	0.1	1.1	-4.9	-2.7	90.6	-3.6	1515	0.5
Cc1cccc(C)c1NS(=O)(=O)c1ccc(OCCNS(C)(=O)=O)cc1	16.5	6.7	-0.349	3.1	2.2	5.6	6.0	94.9	3.4	1618	1.1
O=C(COc1ccc(Cl)cc1Cl)N1CCCCCC1	16.3	-17.6	.	-10.9	-0.1	-4.2	3.0	91.3	-18.3	1394	-10.0
COc1ccc(CCNC(=O)c2ccc(CN3CCC(Cc4ccccc4)CC3)cc2)cc1	-0.4	3.7	.	1.1	0.5	-6.8	-0.1	102.6	12.0	1494	3.4
O=C1C2C3c4ccccc4C(c4ccccc43)C2C(=O)N1CN1CCOCC1 (stereo not drawn)	1.9	-14.4	.	3.0	2.0	-2.5	-5.0	100.7	-11.1	1642	1.1
Cc1ccc(NC(=O)N2CCCC2c2cccs2)cc1 (stereo not drawn)	2.8	-13.9	-0.677	1.8	1.2	0.9	-8.9	98.2	2.2	1603	-3.3
CN(C)c1cc[n+](CC(=O)c2ccc(Br)cc2)cc1	2.0	-7.2	0.00806	-3.7	1.0	-1.1	-5.3	99.7	3.0	1339	0.1
COCCCn1c(C)nnc1-c1cnn(-c2ccccc2)c1N	4.2	0.1	-0.428	-3.9	0.2	6.9	-12.2	98.5	0.7	1453	-3.2
CC(=O)NS(=O)(=O)c1ccc(NC(=O)CCC2CCCC2)cc1	-2.8	-26.3	-0.0139	4.8	-0.1	8.7	-4.3	105.0	18.5	1473	-0.8
Cc1cc(C(=O)CSc2nc3ccccc3c(=O)n2C)c(C)n1Cc1ccc2c(c1)OCO2	58.4*	9.5	.	11.0	1.9	20.5	1.4	54.8	-4.7	1756	6.5
O=C1NC2(CCCC2)C(=O)N1CCS(=O)(=O)Oc1ccccc1	5.2	-14.7	-0.0125	0.9	1.2	-4.0	2.7	103.1	-9.0	1558	10.3
Cc1cc[n+](Cc2ccc([N+](=O)[O-])cc2)cc1	-0.5	-9.0	0.693	-0.8	0.3	-9.2	0.9	100.2	4.2	1418	-8.4
Cc1ccc(CCNC(=O)CN2C(=O)COc3ccccc32)cc1	-2.6	12.0	-0.0283	1.0	0.8	-0.2	0.4	105.9	-1.7	1602	0.6
O=C(Nc1ccccc1O)c1c(O)c2c([nH]c1=O)CCCC2	-2.4	-3.6	0.344	1.9	3.4	-8.5	-1.7	107.3	-0.2	1552	5.8
CC(=O)c1c(C(C)=O)c(C)n(-c2nc(-c3ccc(Br)cc3)c(C)s2)c1C	4.5	.	0.0559	-3.9	1.9	-1.2	10.4	100.0	4.7	1448	-2.0
CCCCNC(=O)Cn1cnc2sc(C(=O)OCC)c(C)c2c1=O	6.7	-41.7	.	6.1	3.3	1.3	8.1	97.3	-9.9	1608	5.1
CCOC(=O)C(NC(=O)CCl)(Nc1sc(C)c(CC)c1C#N)C(F)(F)F (stereo not drawn)	8.3	4.3	.	5.6	1.0	7.2	6.8	93.8	0.0	1699	-2.6
Cc1c(C(=O)c2ccc(Cl)c([N+](=O)[O-])c2)c2ccccn2c1CCC#N	4.9	16.9	-1.54	2.6	4.4	-5.2	6.0	96.1	-10.7	1410	3.0
Cc1ccc(CNC(=O)CSc2ccsc2[N+](=O)[O-])cc1	-15.4	-9.5	0.038	-4.0	5.4	-36.7	-3.7	114.7	-14.7	1578	1.1
CN(C)CCOC(=O)c1sc2ccccc2c1Cl	19.3	-12.2	-0.0168	5.9	0.6	-3.1	9.8	92.4	-1.8	1587	2.9
COC(=O)c1cc(-c2ccc3c(c2)OCO3)nc2ccccc12	15.5	-24.3	.	-1.8	2.8	1.1	-2.1	90.7	0.0	1616	-1.3
O=C(Oc1ccc(N(Cc2cccs2)C2=NS(=O)(=O)c3ccccc32)cc1)c1ccc(Cl)cc1	5.9	.	0.387	1.8	5.5	1.4	5.9	97.7	1.4	1487	-0.4

Compound activity from PubChem.

Rows are unselected; 5.6% or so of the library scored in one or more.
